# Compound activity: PubChem, University of Kansas High Throughput Screening Laboratory
# Pf apPOL inh: Pf-apPOL DNA polymerase inhibition; Recombinant Pf-apPOL, molecular beacon fluorescence, 1.5 h; 210,000 tested, 0.25% active; inhibition, % at 10 µM
# mHTT CaM bind: disrupts binding of mutant huntingtin to calmodulin | P42858 | AlphaScreen His-mHTT/GST-CaM binding, luminescence | inhibition, % at 15 µM | 190,000 tested, 3.6% active | AID 1671202;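 note: 0% = both proteins with DMSO and 100% = one protein alone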
# Target sequence (P42858 whole entry, looked up, stated change not applied): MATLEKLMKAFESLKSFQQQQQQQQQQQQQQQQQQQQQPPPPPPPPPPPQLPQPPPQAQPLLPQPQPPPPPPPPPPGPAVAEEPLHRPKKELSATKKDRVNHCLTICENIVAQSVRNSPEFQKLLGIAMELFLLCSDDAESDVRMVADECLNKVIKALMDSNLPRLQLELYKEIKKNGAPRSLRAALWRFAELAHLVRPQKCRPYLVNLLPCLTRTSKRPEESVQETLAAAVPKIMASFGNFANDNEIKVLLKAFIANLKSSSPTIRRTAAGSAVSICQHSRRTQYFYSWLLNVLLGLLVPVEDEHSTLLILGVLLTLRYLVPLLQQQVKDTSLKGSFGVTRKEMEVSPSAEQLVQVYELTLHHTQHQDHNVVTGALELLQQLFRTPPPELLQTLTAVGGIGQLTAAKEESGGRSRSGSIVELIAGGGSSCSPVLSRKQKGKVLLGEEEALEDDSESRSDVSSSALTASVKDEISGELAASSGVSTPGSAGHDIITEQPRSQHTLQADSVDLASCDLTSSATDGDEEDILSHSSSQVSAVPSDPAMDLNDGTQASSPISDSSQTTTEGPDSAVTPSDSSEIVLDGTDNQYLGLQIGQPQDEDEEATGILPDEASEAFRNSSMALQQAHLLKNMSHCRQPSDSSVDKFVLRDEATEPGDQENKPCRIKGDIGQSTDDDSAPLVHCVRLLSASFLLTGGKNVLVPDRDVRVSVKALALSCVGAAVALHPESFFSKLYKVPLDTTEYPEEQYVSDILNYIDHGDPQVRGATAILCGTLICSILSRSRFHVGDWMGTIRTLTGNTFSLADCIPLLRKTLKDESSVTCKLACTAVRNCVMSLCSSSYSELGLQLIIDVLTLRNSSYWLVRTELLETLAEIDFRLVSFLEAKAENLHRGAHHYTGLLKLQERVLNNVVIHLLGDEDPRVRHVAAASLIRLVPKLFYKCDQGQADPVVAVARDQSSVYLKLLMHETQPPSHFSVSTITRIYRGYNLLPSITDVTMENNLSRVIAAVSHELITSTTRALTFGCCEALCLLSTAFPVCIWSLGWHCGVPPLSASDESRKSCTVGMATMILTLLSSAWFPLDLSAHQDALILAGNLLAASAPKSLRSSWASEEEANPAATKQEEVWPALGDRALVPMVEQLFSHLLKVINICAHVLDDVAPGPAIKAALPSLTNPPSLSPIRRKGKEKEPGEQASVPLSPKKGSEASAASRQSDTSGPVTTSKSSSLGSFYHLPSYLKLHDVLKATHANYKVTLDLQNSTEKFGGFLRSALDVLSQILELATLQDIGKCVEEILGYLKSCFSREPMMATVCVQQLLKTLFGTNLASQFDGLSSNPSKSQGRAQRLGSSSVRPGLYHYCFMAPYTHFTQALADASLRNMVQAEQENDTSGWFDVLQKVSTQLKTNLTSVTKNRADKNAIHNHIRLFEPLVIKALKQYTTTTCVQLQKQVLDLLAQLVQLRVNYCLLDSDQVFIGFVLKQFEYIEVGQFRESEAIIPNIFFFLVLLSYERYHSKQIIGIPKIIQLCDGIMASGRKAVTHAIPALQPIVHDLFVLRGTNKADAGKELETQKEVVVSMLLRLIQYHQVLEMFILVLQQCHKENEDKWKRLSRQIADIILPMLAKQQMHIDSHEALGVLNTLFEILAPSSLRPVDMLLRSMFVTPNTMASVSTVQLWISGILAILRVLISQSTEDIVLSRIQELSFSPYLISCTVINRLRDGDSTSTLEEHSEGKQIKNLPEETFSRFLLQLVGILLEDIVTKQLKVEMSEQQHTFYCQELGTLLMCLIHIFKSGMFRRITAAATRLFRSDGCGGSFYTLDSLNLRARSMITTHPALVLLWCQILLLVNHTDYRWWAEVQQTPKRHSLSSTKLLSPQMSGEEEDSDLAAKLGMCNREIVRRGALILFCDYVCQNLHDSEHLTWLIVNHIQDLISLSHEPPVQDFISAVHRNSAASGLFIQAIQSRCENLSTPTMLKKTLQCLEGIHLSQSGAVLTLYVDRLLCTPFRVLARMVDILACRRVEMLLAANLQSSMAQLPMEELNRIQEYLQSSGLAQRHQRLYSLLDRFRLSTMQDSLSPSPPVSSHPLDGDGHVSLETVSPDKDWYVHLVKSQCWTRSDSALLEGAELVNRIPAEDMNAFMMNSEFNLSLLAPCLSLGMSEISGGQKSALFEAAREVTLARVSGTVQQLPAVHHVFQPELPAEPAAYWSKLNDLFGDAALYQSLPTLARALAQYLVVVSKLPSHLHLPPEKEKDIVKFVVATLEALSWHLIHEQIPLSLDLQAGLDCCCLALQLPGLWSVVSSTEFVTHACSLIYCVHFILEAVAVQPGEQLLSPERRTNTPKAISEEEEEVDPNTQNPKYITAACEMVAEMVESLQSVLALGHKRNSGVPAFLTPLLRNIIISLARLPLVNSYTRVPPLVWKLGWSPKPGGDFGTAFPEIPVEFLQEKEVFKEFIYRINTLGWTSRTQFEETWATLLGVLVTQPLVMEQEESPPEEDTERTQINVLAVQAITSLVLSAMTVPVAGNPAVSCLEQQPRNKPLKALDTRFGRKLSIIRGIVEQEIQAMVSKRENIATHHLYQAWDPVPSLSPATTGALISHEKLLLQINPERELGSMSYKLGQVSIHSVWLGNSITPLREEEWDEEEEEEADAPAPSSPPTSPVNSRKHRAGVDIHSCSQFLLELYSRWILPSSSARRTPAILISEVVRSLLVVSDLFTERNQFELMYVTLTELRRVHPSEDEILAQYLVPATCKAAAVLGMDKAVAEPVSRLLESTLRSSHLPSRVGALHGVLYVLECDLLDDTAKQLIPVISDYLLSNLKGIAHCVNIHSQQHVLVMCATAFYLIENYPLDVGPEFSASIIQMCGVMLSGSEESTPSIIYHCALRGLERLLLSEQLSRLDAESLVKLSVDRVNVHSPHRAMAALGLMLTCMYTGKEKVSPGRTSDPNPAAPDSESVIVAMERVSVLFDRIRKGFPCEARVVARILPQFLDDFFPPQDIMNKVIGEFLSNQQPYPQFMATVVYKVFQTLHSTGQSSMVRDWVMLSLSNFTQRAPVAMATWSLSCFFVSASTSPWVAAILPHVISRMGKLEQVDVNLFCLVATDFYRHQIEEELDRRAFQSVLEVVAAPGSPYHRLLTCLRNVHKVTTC
# * = called active by the depositor; nt = not tested or not shown. Cut-off read from the data, not from the text of the source: active = inhibition above about 50%; inactive = the rest. This is a subset; rates above refer to the full screens.
SMILES,Pf apPOL inh,mHTT CaM bind
Cc1ccc2c(c1)c(=O)n(C(C)(C)C)n2CC(=O)N1CCN(c2ccccc2)CC1,-1.6,-2.9
O=C(c1cccs1)N1CCCC(c2nnc(C(F)(F)F)o2)C1 (centres undefined),-4.2,-15.5
Clc1cccc(-c2cn3ccccc3n2)c1,-0.5,3.5
COc1ccc(C(=O)C[n+]2ccc3c(c2)nnn3C)cc1,-1.6,-2.0
O=C(Cc1cc(=O)[nH]c(SCc2ccc(F)cc2)n1)Nc1nc2ccccc2s1,22.1,9.0
Cc1oc(C(C)(C)C)c(COc2ccccc2)c1C(=O)O,2.2,3.1
Cc1cc(C2CCCN2C(=O)c2cccc(C(F)(F)F)c2)on1 (centres undefined),-2.5,-5.6
Cc1ccc(C(=O)N2CCc3sc(C(=O)NCc4ccco4)cc3C2)cc1,-6.6,13.6
COCCNC(=O)C1CCN(c2ncccc2-c2nc(-c3cccc(F)c3)no2)CC1,-3.4,-4.3
Cn1c(=O)[nH]c(=O)c2c1nc(N1CCCCCC1)n2Cc1ccccc1Cl,-1.6,9.0
Cc1n[nH]c(C)c1S(=O)(=O)N1CCc2c(nc3cc(-c4ccccc4)[nH]n3c2=O)C1,-2.7,-3.4
CCOc1ccc(-c2cn(-c3cccc(SC)c3)c(=O)[nH]2)cc1,5.6,17.0
Oc1ccc(SCCCCN2CCCCC2)cc1,-1.0,2.9
O=C(CN1C(=O)NC2(CCCCC2)C1=O)NC1CCc2ccccc21 (centres undefined),-7.1,-6.0
COc1ccc([N+](=O)[O-])cc1C1=N/C(=C/c2ccco2)C(=O)O1,3.5,-3.0
CN(C)CCOC(=O)c1cccc2c1-c1ccccc1C2=O,9.3,6.8
Cc1cc(S(=O)(=O)N2CCC(c3noc(-c4ccc(Cl)cc4)n3)CC2)ccc1F,-10.0,-8.0
COc1ccc(C(=O)Nc2ccc(N3CCCC3)cc2)cc1,1.0,99.0*
CN1c2ccc(F)cc2C(=O)NC12CCN(C(=O)c1ccc(Br)cc1)CC2,-1.4,-5.1
O=C(O)c1ccc(NC(=O)C2CCCCC2C(=O)O)cc1 (centres undefined),-4.9,-1.7
COc1ccccc1CNC(=O)C1CCCN(c2nnc3ccc(C(F)(F)F)cn23)C1 (centres undefined),-1.7,9.3
O=C(Nc1cccc(Cl)c1)Nc1ccc2c(c1)OCO2,8.5,21.8
CCOC(=O)c1oc2c(CN3CCCCC3C)c(O)ccc2c(=O)c1-c1ccccc1OC (centres undefined),-5.5,4.0
O=C(COc1ccccc1Cl)N1CCCC1,6.6,1.4
CCc1ccc2nc(NC(N)=NS(=O)(=O)c3ccc(C)cc3)nc(C)c2c1,0.9,5.0
CCCc1nc2cccnc2n1C1CCN(C(=O)c2ccc(C)c(N3CCCC3=O)c2)C1 (centres undefined),2.3,9.7
CC1CCN(S(=O)(=O)c2ccc3[nH]c(=O)cc(C(=O)NCc4ccccn4)c3c2)CC1,-6.0,-12.0
O=C(Nc1ccc(Cl)c(C(F)(F)F)c1)c1ccc(Cl)c([N+](=O)[O-])c1,-3.4,6.0
COc1cccc(-c2noc(C3CCCN3C(=O)Nc3cc(C)cc(C)c3)n2)c1 (centres undefined),1.2,-0.9
CCC(=O)Nc1ccc2c(c1)CCC(=O)N2CCOC,-1.7,-0.7

# 2 records drawn at random from those above:
SMILES,Pf apPOL inh,mHTT CaM bind
O=C(O)c1ccc(NC(=O)C2CCCCC2C(=O)O)cc1 (centres undefined),-4.9,-1.7
CCc1ccc2nc(NC(N)=NS(=O)(=O)c3ccc(C)cc3)nc(C)c2c1,0.9,5.0

# Returning to the listing, starting 2 compounds before the break.
SMILES,Pf apPOL inh,mHTT CaM bind
COc1cccc(-c2noc(C3CCCN3C(=O)Nc3cc(C)cc(C)c3)n2)c1 (centres undefined),1.2,-0.9
CCC(=O)Nc1ccc2c(c1)CCC(=O)N2CCOC,-1.7,-0.7
O=C(C1CCOC1)N1CCC(CCOCc2cccc(F)c2)CC1 (centres undefined),-4.8,-3.1
COc1ccc(OC)c(-c2ncnn2-c2sc3c(c2C#N)CCCCC3)c1,-1.2,6.0
CCOc1ccc(N2C(=O)CC(Sc3ncccn3)C2=O)cc1 (centres undefined),-11.5,-2.2
CSC1=NCCN1C(=O)c1cccc(Cl)c1,5.9,-2.0
Cc1c(NC(NC(=O)c2ccccc2)C(Cl)(Cl)Cl)c(=O)n(-c2ccccc2)n1C (centres undefined),-4.4,-13.0
O=S1(=O)CCO[C@H]2Cc3ccccc3[C@H]2N1Cc1ccccc1F,-4.0,-5.6
COc1ccc(C2OCC3(CO2)SC(=O)NC3=O)cc1 (centres undefined),3.1,-3.0
CCOc1ccc(NS(=O)(=O)c2ccc(NC(=O)c3ccco3)cc2)cc1,-6.5,3.3
CC(C)NC(=O)Nc1ccc2c(c1)CCN2S(C)(=O)=O,-1.3,4.5
N#Cc1c[nH]c2ccc(N3C(=O)c4ccccc4C3=O)cc12,0.2,nt
CN(CC#N)C(=O)c1cc2sc(Cl)cc2n1C,-5.4,-0.6
CC(=O)N1CCN(c2ccc(F)c(Cl)c2)C(=O)C1C (centres undefined),-3.3,-6.7
O=C(NCc1ccco1)C1CC(=O)N(c2ccc(Br)cc2)C1 (centres undefined),-4.1,2.2
CCc1cccc(NC(=O)C2c3cc(OC)c(OC)cc3C(=O)N3CCc4ccccc4C23)c1 (centres undefined),-0.4,18.0
O=C(O)CC(C(=O)O)C1CCCO1 (centres undefined),nt,-9.0
Cc1ccc(S(=O)(=O)NCCC2CCN(C(=O)c3ccc(F)cc3)CC2)c(C)c1,-1.4,32.3
CC1Cc2ccc(CNS(C)(=O)=O)cc2N1C(=O)c1ccccc1 (centres undefined),0.7,-0.6
COc1ccc(C2=NN(C(=O)CCC(=O)O)C(c3ccccc3F)C2)cc1OC (centres undefined),0.0,2.8
COc1ccc(Cl)cc1C(=O)N1CC2CC1CC2NS(=O)(=O)c1cccnc1 (centres undefined),-3.4,6.2
Cc1cc(C)n(-c2cc(NCCCOC(C)C)ncn2)n1,-8.1,-4.8
COc1ccc(C(=O)/C=C(\C)Nc2ccc(C(=O)O)cc2)cc1,-9.3,10.3
COc1ccc(Cn2c(Oc3ccc(C)cc3)nc3c2c(=O)n(C)c(=O)n3C)cc1,-7.2,-1.0
COc1ccc(C)cc1N1CCN(C(=O)CC(C)(C)C)C(C)C1=O (centres undefined),-0.2,6.7
COc1ccc(Cc2nnc(C3CCN(S(=O)(=O)c4cccnc4)CC3)s2)cc1,-19.2,1.4
COc1cc(OC)cc(N2CCN(C(=O)c3ccccc3)C(C)C2=O)c1 (centres undefined),-3.7,2.5
COc1ccc([N+](=O)[O-])cc1NC(=O)C(C)(C)Oc1ccc(Cl)cc1,0.8,2.0
Cc1cc([N+](=O)[O-])nn1CC(C)c1nc(-c2cccs2)no1 (centres undefined),nt,-9.1
CCNC(=O)N1CCCC(c2cccc(C(=O)NCc3ccccc3OCC)c2)C1 (centres undefined),-4.5,-5.0
Cc1ccc(-c2nc3ccccn3c2NC(=O)C(C)Cl)cc1 (centres undefined),2.0,8.3
COc1cc2c(cc1OC)C(C(=O)O)C(c1cn(C)c3ccccc13)N(C)C2=O (centres undefined),-3.2,11.0

# An excerpt of these results, bar-delimited:
Compound | Pf apPOL inh | mHTT CaM bind
COc1ccc([N+](=O)[O-])cc1NC(=O)C(C)(C)Oc1ccc(Cl)cc1 | 0.8 | 2.0
COc1ccc(Cl)cc1C(=O)N1CC2CC1CC2NS(=O)(=O)c1cccnc1 (centres undefined) | -3.4 | 6.2
COc1cc2c(cc1OC)C(C(=O)O)C(c1cn(C)c3ccccc13)N(C)C2=O (centres undefined) | -3.2 | 11.0
CC1Cc2ccc(CNS(C)(=O)=O)cc2N1C(=O)c1ccccc1 (centres undefined) | 0.7 | -0.6

# (next part)
SMILES,Pf apPOL inh,mHTT CaM bind
COc1cc2c(cc1OC)C(C(=O)N(C)Cc1ccccc1)C(c1cccnc1)N(C)C2=O (centres undefined),-13.3,-4.0
O=C1NC2(CCCCC2)NC2=C1CCCC2,nt,-0.5
COc1ccc(-c2ncccc2CNC(=O)c2ccc(Br)o2)cc1,-12.5,-0.5
COc1ccc(Cl)cc1NC(=O)NCC1CCN(C(=O)COc2ccccc2)CC1,-8.3,4.6
C1CCC2(C1)OCC(CNCCNCC1COC3(CCCC3)O1)O2 (centres undefined),3.0,4.0
NS(=O)(=O)c1ccc(Nc2nc3nonc3nc2Nc2ccc(S(N)(=O)=O)cc2)cc1,12.1,8.4

# Single records, from the list above:
# COc1cc2c(cc1OC)C(C(=O)N(C)Cc1ccccc1)C(c1cccnc1)N(C)C2=O (centres undefined) as listed: Pf apPOL inh = -13.3; mHTT CaM bind = -4.0
# COc1ccc(-c2ncccc2CNC(=O)c2ccc(Br)o2)cc1 as listed: Pf apPOL inh = -12.5; mHTT CaM bind = -0.5
# CC1Cc2ccc(CNS(C)(=O)=O)cc2N1C(=O)c1ccccc1 (centres undefined) as listed: Pf apPOL inh = 0.7; mHTT CaM bind = -0.6
